Screening data: PubChem, National Center for Advancing Translational Sciences (NCATS)
Nrf2 block: Nrf2 pathway inhibition; A549 ARE-Fluc reporter, luciferase luminescence, 18-24 h; Potency, µM (series often up to 46 µM), for inactives: at the highest dose activity change, negative = inhibition, usual class: inhibitors; actives 2.1% (n = 360,000); note: potency is the fitted concentration of half-maximal effect; % is set by controls: 0 for no effect and ±100 for the full control effect; nearly all actives have a fitted effect of over 60% in size
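Quantitative HTS in A549 cells stably bearing an antioxidant response element-firefly luciferase construct. Inhibition of Nrf2-driven transcription was scored by luminescence after 18-24 h of compound exposure at 37 °C.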
Akt phos inh: Akt phosphorylation inhibition | activity change, % for hits at 50 µM | AID 651550 | Neuro2A IGF-stimulated pAkt S473 HTRF, 20 min; active compounds read low | actives 0.32% (n = 360,000); in the data active = activity change below about -80%; inconclusive = mostly about -51% to -80%; note: % is set by controls: 0 for no effect and ±100 for the full control effect
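Neuro2A cells (4,500/well, DMEM with 0.5% FBS) were treated with compound at a single 50 µM final concentration, stimulated with 6 nM IGF for 20 min at 37 °C, and lysed. Phospho-Akt Ser473 was read by HTRF as 665/615 ratio ×10^4.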
TGFb SMAD3 inh: TGF-b pathway inhibition; AID 588855; actives 1.2% (n = 410,000); HepG2 CAGA-GFP TGF-b/SMAD3 reporter, GFP fluorescence, 18 h; TGF-beta stimulated, 500 pg/mL final; Potency, µM (doses to about 46.1 µM), for the others: at the top dose activity, negative = inhibition, hits mostly inhibitors; note: potency is the fitted concentration of half-maximal effect; % is set by controls: 0 for no effect and ±100 for the full control effect; nearly all actives have a fitted effect of over 65% in size
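Cell-based qHTS in HEPG2 carrying a CAGA-GFP Smad reporter; compounds added before 500 pg/mL final TGF-beta, 18 h incubation at 37 degrees C, GFP fluorescence quantified per cell by imaging cytometry.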
CCT chaperon mod: changes cytosolic chaperonin activity; activity change, % (no concentration beside the values), hits read low; actives 0.3% (n = 360,000); purified chaperonin ATPase assay, HTRF ADP detection, 30 min; AID 651819; in the data active = activity change below about -30%; note: % is set by controls: 0 for no effect and ±100 for the full control effect
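TRiC (40 or 20 nM final, by batch activity) in 30 mM Tris pH 7.4, 100 mM KCl, 5 mM MgCl2, 1 mM DTT was treated with compound at 76 uM single dose, then 10 uM ATP, 30 min at 37 °C. ADP was read by HTRF Transcreener.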
A549 tox: kills or reduces viability of A549 cells in Nrf2 counter-screen; A549 ARE-Fluc cells, CellTiter-Fluor viability, 18-24 h; Potency, µM (doses to about 46 µM), inactives show at the top dose activity change, negative = cytotoxicity, usual class: inhibitors; actives 0.16% (n = 390,000); note: potency is the fitted concentration of half-maximal effect; % is set by controls: 0 for no effect and ±100 for the full control effect
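A549 ARE-Fluc cells in 5% FBS OPTI-MEM, 5000 cells/well, rested 2 h then exposed to compounds in concentration-response for 18-24 h at 37 °C. Viability by CellTiter-Fluor fluorescence (Ex 405/Em 525) after 30 min; luciferase luminescence (BugLite, 15 min, RT) read afterwards.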
HepG2 tox: kills HepG2 cells in TGF-b inhibitor counter-screen | HepG2 CAGA-GFP viability, ATP luminescence, 18 h | Potency, µM (series often up to 46.1 µM), inactives show at the highest dose activity change, negative = cytotoxicity, actives largely listed as cytotoxic | actives 0.76% (n = 410,000) | AID 588856; note: potency is the fitted concentration of half-maximal effect; some results filed as inactive show a strong effect at the top dose
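HepG2 CAGA-GFP cells (1000/well, DMEM with 1% FBS) received compound, then TGF-beta at 500 pg/mL final, and were incubated 18 hours at 37 degrees C. Viability was read by CellTiter-Glo luminescence. Media-only wells were set as complete cell-killing and DMSO as no toxicity.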
Abeta rescue: A-beta toxicity reversal in yeast; yeast expressing A-beta42, growth rescue, OD600, 48 h; response scale: 0% DMSO, 100% iron-clioquinol control; Potency, µM (top dose mostly 46.1 µM), without a hit: at the highest dose growth rescue, actives largely listed as activators; actives 0.063% (n = 410,000); AID 1347071; note: potency is the fitted concentration of half-maximal effect; nearly all actives have a fitted effect of over 55% in size
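Yeast A-beta toxicity model in growth medium with pinned compounds, 48 h at 30 C; growth read as absorbance at 600 nm. Normalized to FeCl3/clioquinol equimolar mix (positive) and DMSO (negative).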
MmCpn inh: blocks the Methanococcus maripaludis chaperonin Mm-Cpn. purified Mm-Cpn ATPase, ADP Transcreener TR-FRET. Potency, µM (series often up to 76.9 µM), inactives show at the top dose activity, negative = inhibition, most hits filed as inhibitors. actives 0.031% (n = 330,000). AID 504842; note: potency is the fitted concentration of half-maximal effect; % is set by controls: 0 for no effect and ±100 for the full control effect; nearly all actives have a fitted effect of over 80% in size
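ATPase read-out: TR-FRET ADP immunoassay (anti-ADP Eu cryptate vs ADP-d2), ex 320 nm, em 590/665 nm; signal drops as ADP forms. Enzyme 25 nM, ATP 10 uM, 30 min at 37°C after 10 min compound preincubation.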
Nrf2 ARE act: Nrf2 pathway activation; AREc32 ARE-luciferase reporter (MCF7-derived line), luminescence, 24 h; Potency, µM (top dose mostly 46.1 µM), for the others: top-dose activation, actives largely listed as activators; actives 0.31% (n = 410,000); note: potency is the fitted concentration of half-maximal effect; % of control where 0% means no effect; nearly all actives have a fitted effect of over 65% in size
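AREc32_Fluc, 1000 cells/well, OPTI-MEM + 5% FBS, o/n 37 deg C 5% CO2; 23 nL cpd by pin tool, 24 hr; Steady-Glo 30 min RT, luminescence.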
Active calls of the source: *; i = inactive; ? = inconclusive; nt = no result given; & = joins results of further samples; [ ] = another dose, or the depositor's remark. Unless noted, calls come from the whole dose curve; as a rule, active = well fitted curve in the direction sought with a large enough effect; inconclusive = small, poorly fitted or top-dose-only effect, or another doubt; inactive = no such curve, though single readings can be large; an effect the other way counts as inactive or inconclusive.

SMILES	Nrf2 block	Akt phos inh	TGFb SMAD3 inh	CCT chaperon mod	A549 tox	HepG2 tox	Abeta rescue	MmCpn inh	Nrf2 ARE act
COc1cccc(C(=O)Nc2cc3c(cc2Cl)OCCCO3)c1	?	i	-15%	0.4	-5%	-8%	-18%	-1%	2.8%
COc1cc(C(=O)NNC(=S)NC(=O)/C=C/c2ccccc2)cc(OC)c1OC	?	i	-29%	-4.2	-13%	-19%	?	-2%	2.6%
Cc1ccc(-c2ccc(/C=N/NC(N)=S)o2)cc1	?	i	?	0.3	2%	-18%	?	-1%	16%
COC(=O)Cc1ccc(NC(=S)N2CCC(Cc3ccccc3)CC2)cc1	-12%	i	-3%	1.2	0%	-5%	41%	0%	2.5%
COc1cccc(COC(=O)C2CC(=O)N(Cc3ccc(C)cc3)C2)c1OC (centres undefined)	2%	i	?	0.3	-4%	-20%	-4%	3%	0.4%
COc1cc(/C=C2/C(=N)N3C=CSC3=NC2=O)ccc1OCCCOc1ccccc1C	-20%	i	?	-0.1	-13%	-35%	12%	-2%	2.2%
Cc1c(C(=O)N(C)c2ccccc2)oc2c1C(O)CC(C)(C)C2 (centres undefined)	8%	nt	2%	0.8	-7%	6%	-1%	-2%	-0.2%
O=C(COC(=O)C1CC2C=CC1C2)Nc1ccccc1[N+](=O)[O-] (centres undefined)	2%	i	-1%	-1.6	-5%	-3%	-16%	0%	6.3%
NCCCCc1cn(CC(=O)N2CCNCC2)nn1	7%	i	-28%	-3.0	-5%	1%	-9%	nt	-0.7%
Cc1cccc(OCCCn2ccnc2)c1	-29%	i	3%	-14	18%	-17%	10%	3%	-0.1%
CCOC(=O)C1(Cc2cccc(F)c2)CCN(Cc2cnn(CC)c2)CC1	-2%	i	?	-2.0	0%	2%	-11%	-1%	-0.6%
Cc1cccc(NC(=O)COC(=O)c2ccc(C)c(S(=O)(=O)N3CCCCC3)c2)c1	-16%	i	?	1.1	-9%	-3%	-9%	-1%	3.2%
CC1(C)CC(=Cc2ccccc2[N+](=O)[O-])C(=O)c2ccccc21	nt	i	-3%	0.5	nt	-18%	2%	nt	0.2%
NC(=O)C1CCCN(Cc2ccc3ccccc3c2)C1 (centres undefined)	12%	i	-21%	-2.7	15%	0%	3%	-1%	0.4%
CCN(CC)CCCNC1=C(Cl)C(=O)c2ccccc2C1=O	?	i	4.5µM*	-0.8	?	3.2µM*	-13%	-2%	-1.2%
CCc1nc2ccc(C(=O)NCCCn3ccnc3)cn2c1N(C)CCC(C)C	nt	i	7%	-1.8	nt	-28%	7%	nt	0.5%[9.22 µM]
Cc1cc(C)c2cc(CNC3CCCC3)c(Cl)nc2c1	6%	i	-11%	0.5	2%	-4%	-10%	-1%	0.4%
Cc1cccc(C(=O)N[C@H](C(=O)Nc2ncc(C)s2)C(C)C)c1	?	i	11µM*	2.1	-12%	7%	8%	-3%	-0.8%
CCC(C)c1ccccc1N1CC(C(=O)Nc2ccc(N3CCOCC3)cc2)CC1=O (centres undefined)	-10%	i	-2%	-1.0	2%	-8%	-17%	?	-0.5%
Cc1ccc(-c2nc(CS(=O)(=O)CC(=O)NCCc3ccccc3)c(C)o2)cc1	11%	nt	-19%	nt	0%	-7%	-13%	nt	-1.3%
N#Cc1ccccc1NC(=O)COC(=O)/C=C/c1cn(-c2ccccc2)nc1-c1ccc(Cl)cc1	17%	i	8%	-1.5	3%	10%	-6%	3%	-0.5%
Cc1ccc(N(C)C(=O)CCS(=O)(=O)c2cc3c(cc2Cl)NC(=O)CO3)cc1	?	i	8%&24%	-2.0	?	2%&-25%	-14%&-10%	-5%	0.0%&-1.6%
O=C(COc1ccccc1)NNC(=O)c1cc2ccccc2oc1=O	?	i	-2%	0.2	2%	6%	19%	1%	-0.5%[9.22 µM]
Cc1cccc(N2CCN(C(=O)CCCn3c(=O)[nH]c4ccsc4c3=O)CC2)c1C	-17%[9.27 µM]	nt	-11%	nt	4%	-4%	-2%	nt	-0.3%
CCCCc1c(O)n2c(nc3ccccc32)[nH]c1=O	nt	i	-12%	-0.4	-3%	-30%	15%	-3%	0.2%
SMILES	Nrf2 block	Akt phos inh	TGFb SMAD3 inh	CCT chaperon mod	A549 tox	HepG2 tox	Abeta rescue	MmCpn inh	Nrf2 ARE act
O=C(N/N=C\c1ccc2c(c1)OCO2)c1cncc(Br)c1	22%	i	0%	1.9	0%	-6%	-5%	-1%	-0.2%
Cc1ccc(C(=O)Nc2nc(-c3cccnc3)cs2)o1	0%	i	-1%	-3.0	-3%	-52%	8%	2%	6.4%
COc1ccc(-n2c(SCC(=O)Nc3ccc(NC(C)=O)cc3)nc3c([nH]c4ccccc43)c2=O)cc1OC	-7%	i	5%	-1.6	-3%	-17%	9%	-1%	9.2%
O=S(=O)(NCCN1CCCC1)c1ccc(Br)cc1	0%	i	8%	1.5	10%	10%	-11%	-1%	-0.4%
CCCc1cc(=O)[nH]c(SCC(=O)c2ccc3c(c2)OCCO3)n1	3%	i	-3%	-0.4	-8%	6%	-15%	-6%	3.8%
O=C(Oc1ccccc1F)C1CCN(C(=O)c2ccc(F)cc2)CC1	10%	i	-1%	1.7	-4%	-36%	-1%	-1%	-0.9%
Cc1ccc(C(=O)c2cn(-c3ccc(F)c(Cl)c3)nn2)cc1	13%	i	9%	-4.1	0%	4%	4%	-7%	-0.3%
N#Cc1c(N)nc2c(c1N)CC(C(F)(F)F)O2 (centres undefined)	-12%	i	2%	0.4	-2%	-11%	-10%	0%	-0.1%
Nc1nc(N2CCN(C(c3ccccc3)c3ccccc3)CC2)n[nH]1	1%	i	14%	-5.7	-1%	18%	-18%	0%	11%
CCC(CO)Nc1ccc(-c2n[nH]c(=O)c3ccccc23)cc1[N+](=O)[O-] (centres undefined)	-29%	i	-18%	-2.1	-1%	-24%	-9%	3%	0.3%
CC1COc2ccccc2N1S(=O)(=O)c1cc(Cl)ccc1Cl (centres undefined)	-32%	i	1%	2.0	4%	-22%	-4%	-2%	-0.3%
CCCn1c(O)c(CN2CCCCC2)c(C)c(C#N)c1=O	13%	i	8%	-16	-3%	-10%	-2%	?	1.9%
CCn1cc(S(=O)(=O)CC(=O)Nc2cc(C)ccc2C)c2ccccc21	?	i	-2%	-3.0	3%	-17%	4%	-3%	-0.9%
Cc1onc(-c2ccccc2)c1C(=O)N1CCCN(C(=O)c2c(-c3ccccc3)noc2C)CC1	10%	i	13%	-3.9	17%	-8%	9%	0%	0.2%
COc1ccc(Nc2c(-c3ccccn3)nc3ccc(Cl)cn23)cc1	27%[9.27 µM]	nt	-12%	nt	2%	6%	?	nt	1.6%
CNc1oc(-c2ccc(COc3ccc(C)cc3)o2)nc1C#N	-19%	nt	-8%	nt	0%	-1%	6%	nt	1.1%
Cc1ccc(NCc2ccccc2F)cc1	1%	i	9%	0.2	-3%	6%	-2%	2%	-0.3%
Cc1cccc(OCc2nc(C#N)c(NCc3ccccc3Cl)o2)c1	6%	nt	?	nt	15%	-86%	-11%	nt	7.8%
COCc1nnc(NS(=O)(=O)c2ccc(Br)cc2)s1	?	i	19%	-0.2	-3%	5%	12%	1%	-0.5%
CC(C)CCn1c(=O)c2cccnc2n(CC(=O)Nc2ccccc2)c1=O	14%	nt	-10%	nt	-3%	-1%	-26%	nt	2.8%
FC(F)(F)c1cc(Oc2ccccc2Cl)nc(-c2ccccn2)n1	?	i	-17%	-0.1	-8%	-21%	1%	-2%	-0.6%
CSc1ccc(S(=O)(=O)NCc2ccccc2)cc1	13%	i	-12%	2.3	8%	4%	-3%	0%	0.2%
COc1ccc(C)c2sc(N(CCN(C)C)C(=O)/C=C/c3cccs3)nc12	2%	i	?	0.9	-1%	11µM*	-14%	0%	?
OC(COc1ccc(F)cc1Cl)CN1CCC(Cc2ccccc2)CC1 (centres undefined)	-2%	i	?	-5.4	-11%	16µM*	-5%	0%	-0.7%
CCC1CCc2sc(C(=O)NNC(=O)c3ccncc3)cc2C1 (centres undefined)	-5%	i	-27%	-4.1	0%	-20%	-3%	0%	-0.7%
CC(C)CNC(=O)C1(C)CCCN1C(=O)C(C)(C)Oc1ccc(Cl)cc1 (centres undefined)	nt	i	4%	-0.7	nt	-5%	9%	nt	0.2%
CC(C)(C)n1nc2c(c1NC(=O)COc1ccccc1F)CS(=O)(=O)C2	-16%	i	3%	-0.8	-11%	-4%	6%	-1%	-0.3%
Cc1cccc(-n2ccnc2SCC(=O)Nc2nc3ccccc3s2)c1	nt	nt	-9%	nt	10%	-17%	-16%	nt	6.3%
CCOc1ccccc1NS(=O)(=O)c1ccc(N2CCCCS2(=O)=O)cc1	nt	nt	7%	nt	11%	10%	-20%	nt	-0.3%
Cc1ccc(N2C(N)=C(C#N)C(c3cccnc3)C3=C2CCCC3=O)cc1 (centres undefined)	-9%	i	0%	-4.3	-14%	3%	17%	1%	0.8%

Compound profiles (already shown).
FC(F)(F)c1cc(Oc2ccccc2Cl)nc(-c2ccccn2)n1 is listed as Nrf2 block = ?; Akt phos inh = i; TGFb SMAD3 inh = -17%; CCT chaperon mod = -0.1; A549 tox = -8%; HepG2 tox = -21%; Abeta rescue = 1%; MmCpn inh = -2%; Nrf2 ARE act = -0.6%
COCc1nnc(NS(=O)(=O)c2ccc(Br)cc2)s1 is listed as Nrf2 block = ?; Akt phos inh = i; TGFb SMAD3 inh = 19%; CCT chaperon mod = -0.2; A549 tox = -3%; HepG2 tox = 5%; Abeta rescue = 12%; MmCpn inh = 1%; Nrf2 ARE act = -0.5%

Compounds were not picked by outcome. About 4.3% of those tested had a hit in this group.
